From PubChem BioAssay
TRHR ag = agonists of human TRH receptor. P34981. TRHR cells, calcium flux fluo-8, FDSS agonist mode. activation, % at 2 µM. actives 0.18% (n = 360,000). AID 493084; in the data active = activation above about 30%; also: 0% is about no effect
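Read-out: compound-evoked intracellular calcium rise in TRHR cells, fluo-8 dye, kinetic FDSS fluorescence at 1 s/cycle following a 10-cycle baseline. Cells cultured overnight before dye loading (30 min–1.5 h, RT).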
D1 PAM = human D1 dopamine receptor positive modulation | HEK293 TREx D1 cells, calcium flux, dopamine EC20 potentiation | potentiation, % at 10 µM | actives 0.036% (n = 360,000); in the data active = potentiation above about 30%; also: 0% is about no effect
Target sequence (P21728 whole entry, looked up): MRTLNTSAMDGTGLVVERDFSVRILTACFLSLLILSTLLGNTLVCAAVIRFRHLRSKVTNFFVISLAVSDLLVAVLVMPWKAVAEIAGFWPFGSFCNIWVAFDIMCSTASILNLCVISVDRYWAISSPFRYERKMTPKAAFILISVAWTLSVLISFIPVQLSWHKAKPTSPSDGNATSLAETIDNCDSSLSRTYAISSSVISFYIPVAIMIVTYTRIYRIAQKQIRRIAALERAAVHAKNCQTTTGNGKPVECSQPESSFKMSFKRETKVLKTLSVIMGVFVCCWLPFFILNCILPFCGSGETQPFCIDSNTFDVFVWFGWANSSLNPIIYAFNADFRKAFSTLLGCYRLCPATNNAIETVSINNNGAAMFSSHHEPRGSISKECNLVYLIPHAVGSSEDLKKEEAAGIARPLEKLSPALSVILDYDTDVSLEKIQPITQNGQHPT
D2 PAM = positively modulates the human D2 dopamine receptor allosterically. HEK293 T-REx D2, calcium flux, EC20 dopamine potentiation. actives 0.34% (n = 340,000). potentiation, % at 10 µM;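 active = potentiation over 3 SD above the plate norm, cut at about 30% in these data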; also: 0% is about no effect
Target sequence (P14416 whole entry, looked up): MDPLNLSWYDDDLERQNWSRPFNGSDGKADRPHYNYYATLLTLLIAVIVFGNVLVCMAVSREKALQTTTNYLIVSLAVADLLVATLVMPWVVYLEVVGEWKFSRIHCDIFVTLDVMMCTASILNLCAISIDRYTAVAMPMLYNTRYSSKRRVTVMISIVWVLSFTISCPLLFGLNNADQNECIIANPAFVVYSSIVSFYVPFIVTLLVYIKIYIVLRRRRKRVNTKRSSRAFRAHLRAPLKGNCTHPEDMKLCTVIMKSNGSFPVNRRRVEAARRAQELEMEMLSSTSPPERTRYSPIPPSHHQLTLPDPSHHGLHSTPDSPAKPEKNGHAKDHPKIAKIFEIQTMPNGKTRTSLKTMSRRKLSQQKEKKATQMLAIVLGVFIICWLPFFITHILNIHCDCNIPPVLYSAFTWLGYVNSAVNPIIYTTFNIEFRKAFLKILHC
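Using a no-wash calcium dye in inducible, force-coupled HEK293 Trex cells expressing D2, we tracked fluorescence each second for 180 s after compound, then for 180 s after EC20 dopamine to detect augmented signalling.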
Anesthetic bind = binds horse apoferritin like a general anesthetic. apoferritin/1-aminoanthracene competitive binding, fluorescence. Potency, µM (top dose mostly 77.5 µM), without a hit: at the highest dose activity change, negative = displacement, hits mostly inhibitors. actives 0.074% (n = 350,000). AID 485281; also: potency is read from the fitted curve at half-maximal effect; % is scaled to controls: 0 for no effect and ±100 for the full control effect; nearly all actives have a fitted effect of over 20% in size
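Horse-spleen apoferritin (10 uM) in 50% saturated 1-aminoanthracene in PBS was incubated 10 min at room temperature with compound. Fluorescence (ex 380, em 535 nm) was normalized to free and bound 1-AMA, with concentration-response fitted by a four-parameter Hill equation.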
D1 antag = human D1 dopamine receptor antagonism; activity change, negative = inhibition, % at 10 µM; P21728; HEK293 TREx D1 cells, calcium flux, dopamine EC80; stronger effect = lower value; actives 3.2% (n = 360,000); in the data active = activity change below about -30%; also: % is scaled to controls: 0 for no effect and ±100 for the full control effect
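Inducible Hek293 Trex D1 cells (tetracycline, overnight, 30 C). Calcium dye 30–90 min RT. Antagonist mode: EC80 dopamine added after 180 s compound read.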
TRHR enhancer = TRH receptor (human) allosteric enhancement | P34981 | TRHR cells, fluo-8 calcium fluorescence, EC20 TRH enhancement | actives 0.66% (n = 360,000) | enhancement, % at 2 µM; in the data active = enhancement above about 30%; also: 0% is about no effect
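Enhancer read-out: after compound pinning and an initial kinetic agonist-mode read, an EC20 of TRH (10 nM final) was injected and fluo-8 calcium signal (Ex 480/Em 530) followed at 1 s/cycle for 100 cycles in TRHR-expressing cells.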
RXFP1 antagonist = blocks the human relaxin receptor RXFP1; Q9HBX9; HEK293-RXFP1, relaxin-stimulated cAMP HTRF, 30 min; stronger effect = lower value; activity change, negative = inhibition, % at 57.5 µM; actives 0.59% (n = 350,000); AID 1259400;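 active = activity change of -60% or lower, but not beyond a set lower limit; inconclusive = change between -60% and -40%, or beyond the set limit; inactive = change above -40%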; also: % is scaled to controls: 0 for no effect and ±100 for the full control effect
RXFP1 ag = activates the human relaxin receptor RXFP1; Q9HBX9; HEK293T-RXFP1 cAMP TR-FRET, 30 min; response scale: percent of porcine relaxin response, buffer zero; Potency, µM (highest dose often 57.5 µM), for inactives: top-dose activation, most hits filed as activators; actives 0.3% (n = 370,000); AID 2676; also: potency is read from the fitted curve at half-maximal effect; % is scaled to controls: 0 for no effect and ±100 for the full control effect; nearly all actives have a fitted effect of over 60% in size; many of its hits are not listed in these tables
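cAMP rise read by TR-FRET after 30 min, 37C compound exposure (up to 58 uM) in RXFP1-transfected HEK293 cells with Ro 20174 present. EC50 from Hill-equation fits, with 29 nM porcine relaxin as 100% and buffer as basal.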
D1 agonist = agonists of human D1 dopamine receptor. P21728. HEK293 T-REx D1 cells, calcium flux, agonist mode. activation, % at 2 µM. actives 1% (n = 360,000). AID 504660; in the data active = activation above about 30%; also: 0% is about no effect
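Inducible HEK293 T-REx D1 cells, force-coupled to calcium signalling, were plated at 4000 cells/well with tetracycline and held overnight at 30 C. After no-wash calcium dye loading, compound-evoked calcium rise over 180 s flagged agonists.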
An asterisk follows results filed as active; u = inconclusive; x = not tested or not shown. Unless noted, calls follow the shape of the dose curve; as a rule, active = well fitted curve in the direction sought with a large enough effect; inconclusive = small, poorly fitted or top-dose-only effect, or another doubt; inactive = no such curve, though single readings can be large; an effect the other way counts as inactive or inconclusive. This is a subset; the hit share may differ from the screen's.

SMILES | TRHR ag | D1 PAM | D2 PAM | Anesthetic bind | D1 antag | TRHR enhancer | RXFP1 antagonist | RXFP1 ag | D1 agonist
COc1cccc(N2CCN(c3ccc4nnc(CCC(=O)Nc5ccccn5)n4n3)CC2)c1 | 0.1 | 0 | -17 | 5% | -5 | -6 | 25 | 4.9% | 1
CCOc1ccc(C(=O)N2CCn3c2nc2ccccc23)cc1 | 0.5 | 0 | -3 | -5% | -18 | 2 | -12 | -1.2% | 3
O=C(N/N=C/c1ccco1)c1ccc(Br)o1 | 0.6 | 2 | 18 | -8% | -3 | -2 | -7 | 3.4% | 0
O=C(COC(=O)c1ccc(Br)o1)Nc1cccc(S(=O)(=O)N2CCCCCC2)c1 | 0.6 | -5 | -1 | u | -12 | -2 | 4 | 2.7% | 5
Cc1ccc(O)c(-c2cc(C(=O)NCc3ccccc3)[nH]n2)c1 | -1.1 | -6 | -18 | 1% | -25 | 9 | -11 | 1.6% | 2
O=C(NCCO)c1nc(NCCO)c2ccccc2n1 | 1.1 | -9 | -12 | -3% | 4 | -3 | -10 | -0.4% | 2
CS(=O)(=O)N1CC(C(=O)NC2CCCC2)Oc2ccc(Cl)cc21 (configuration not stated) | 0.0 | -9 | x | -12% | -12 | 4 | -4 | -0.1% | 4
CC(C)(C)c1ccc(C(=O)Nc2ccc(C=C(C#N)C#N)cc2)cc1 | 0.0 | -7 | -18 | -16% | -14 | 4 | -22 | 0.2% | 2
CCOC(=O)CC1=CC(C)(CC(=O)OCC)C(C#N)(C#N)C(N)=C1C#N (configuration not stated) | -0.1 | -5 | -20 | -9% | -9 | -6 | -15 | 2.7% | 5
C=CCN(c1nc(C)cc(OC)n1)S(=O)(=O)c1ccccc1 | -0.7 | -15 | 12 | -10% | -7 | -3 | 2 | 2.0% | 5
COc1ccc(-c2nc(CS(=O)CC(=O)NCCCN3CC(C)CC(C)C3)c(C)o2)cc1OC (configuration not stated) | -0.1 | -4 | -2 | -19% | 15 | -1 | 1 | 1.9% | 5
Cc1cc(=O)[nH]c(Nc2ccc(Cl)cc2)n1 | 0.1 | -6 | -5 | -3% | 5 | 2 | -8 | 0.1% | 6
O=C(CCSc1ccccc1)Nc1nc2c(s1)COc1ccccc1-2 | 0.2 | 8 | 7 | -7% | 4 | -4 | x | 2.1% | -1
CCOC(=O)c1cc(-c2cccnc2)nn1-c1ccccn1 | 0.4 | 1 | 5 | -10% | 9 | 8 | -6 | 1.7% | 1
N#C/C(=C\c1ccc(F)cc1)c1nc(-c2ccc(-c3ccccc3)cc2)cs1 | 0.1 | 0 | -13 | 0% | -1 | -3 | 13 | 0.7% | 0
O=C(NCC(=O)N(c1cccc(F)c1)C(C(=O)NC1CCCC1)c1cccnc1)c1ccco1 (configuration not stated) | 1.0 | 4 | 8 | 4% | -2 | -2 | -8 | 4.1% | 2
CCCCC1CCC(C(=O)NC2CCS(=O)(=O)C2)CC1 (configuration not stated) | -0.1 | -8 | -5 | 1% | -1 | 1 | -13 | 0.6% | 0
COc1ccc(NC(=O)c2ccc(-c3nn(C)c(=O)c4ccccc34)cc2)cc1C(N)=O | 0.2 | 0 | -3 | 5% | -18 | 7 | 1 | 1.7% | 2
CCCc1cc(C(=O)Nc2ccc(F)cc2F)no1 | -1.0 | x | 28 | -10% | -7 | 13 | -7 | -1.3% | 4
N#C/C(=N\Nc1ccccc1F)C(=N)N1CCCCC1 | -0.4 | -5 | 3 | -19% | -4 | -3 | 17 | -5.3% | 6
O=[N+]([O-])c1cccnc1NCCc1ccccc1 | -0.7 | 2 | 1 | u | -2 | 9 | 3 | -2.9% | 3
NS(=O)(=O)c1ccc(-c2ccc(/C=C3\C(=O)Nc4ccccc43)o2)cc1 | 0.3 | 6 | -12 | -16% | -13 | 6 | x | 0.6% | -2
O=C(NCc1ccccc1)c1cc(=O)[nH]c2ccccc12 | -0.4 | -10 | -6 | -4% | -16 | -4 | -10 | 0.2% | 3
Cc1ccccc1Cn1c2ccccc2c2cnn(CC(=O)NC3CCCCCC3)c(=O)c21 | -0.1 | -1 | -1 | -6% | 2 | -5 | 2 | 14% | -3
O=C1CCc2cc(NS(=O)(=O)c3ccccc3)cc3c2N1CCC3 | -0.8 | -4 | 17 | x | 5 | -4 | 2 | -0.4% | 6
Cc1ccc(C)c(NC(=S)NC(NC(=O)OCc2ccccc2)C(Cl)(Cl)Cl)c1 (configuration not stated) | 0.8 | -5 | -8 | -17% | -4 | 0 | 1 | 1.1% | 6
CC(=O)Nc1ccc(C2Nc3ccccc3C(=O)N2C2CCCCC2)cc1 (configuration not stated) | 0.5 | -5 | -5 | 13% | 0 | -2 | -4 | 2.0% | 2
Cc1ccc(S(=O)(=O)c2nnn3c2nc(Nc2ccc(C(C)C)cc2)c2sccc23)cc1C | 0.5 | 0 | -4 | -7% | -15 | -8 | 2 | 2.5% | 4
COc1ccc(/C=N/n2c(N)nc(-c3ccccc3)c2-c2ccccc2)cc1 | -0.6 | -6 | -13 | u | -1 | -2 | -18 | 0.7% | 3
COc1cccc(NC(=O)CCN2CCOCC2)c1 | 0.1 | -2 | -16 | 2% | 14 | 62* | 4 | -0.2% | 0
Cc1c(N(C(=O)CNC(=O)c2ccccc2)C2(C(=O)NC3CCCCC3)CCCCC2)c(=O)n(-c2ccccc2)n1C | 0.4 | -10 | -1 | -4% | 14 | -11 | -16 | 1.1% | 2
Cc1ccc(S(=O)(=O)NC(N)=NCCC[C@@H](NC(=O)CNC(=O)c2ccccc2)C(=O)Nc2cc(C(F)(F)F)ccc2Cl)cc1 | -1.2 | 5 | x | x | 5 | 2 | x | x | 4
CC(=O)NC(Cc1ccc(C)cc1)C(=O)NC1CCN(C(=O)NCc2ccccc2)CC1 (configuration not stated) | 0.4 | -2 | -5 | -5% | -3 | -4 | 8 | 2.6% | 3
COc1ccc(C(CNC(=O)c2ccc(NS(=O)(=O)c3cccc([N+](=O)[O-])c3)cc2)N2CCOCC2)cc1 (configuration not stated) | 0.9 | 4 | -5 | -12% | 9 | 3 | -3 | 0.3% | 4
CCC(C)(C)c1ccc(Oc2ccc(N)cc2)cc1 | 0.1 | 9 | 8 | u | -9 | -12 | -2 | -4.7% | 3
O=C(/C=C/c1ccco1)NC(=S)Nc1cc(C(F)(F)F)ccc1N1CCOCC1 | 0.5 | -2 | 9 | -11% | 4 | -3 | -17 | 0.7% | 3
COC(=O)[C@]1(C)CCC[C@@]2(C)C3CC[C@@]4(C)C[C@]3(CCC21)CC4=NO (some centres not stated) | -0.6 | 3 | 5 | x | x | 8 | x | -0.8% | -2
Cc1cc(NS(=O)(=O)c2ccc(NC(=S)NC(=O)c3ccc(Cl)cc3Cl)cc2)no1 | 0.0 | -7 | -3 | 4% | 0 | 4 | -6 | 3.5% | 2
COc1ccc(OC)c(C2C(C(C)=O)=C(O)C(=O)N2CCc2ccc(OC)c(OC)c2)c1 (configuration not stated) | 0.3 | -4 | -3 | 10% | -13 | -9 | 2 | 7.1% | 0
Fc1ccc(/C=N/N2CCOCC2)c(F)c1 | -0.7 | -4 | -1 | -2% | 1 | 3 | -1 | -2.5% | 5
O=C(C1CCC(=O)N1Cc1ccccc1Cl)N1CCN(c2ccc(F)cc2)CC1 (configuration not stated) | 0.1 | -6 | -5 | -10% | -48* | 0 | -29 | -2.5% | 0
Cc1ccc2[nH]c(=O)c(CN(Cc3cccnc3)C(=S)NCCCN(C)C)cc2c1 | 2.4 | -4 | -3 | -8% | 0 | 4 | 2 | 3.9% | 1
CCOC(=O)C1CCCN(S(=O)(=O)CCNC(=O)c2ccccc2)C1 (configuration not stated) | 0.5 | 7 | -4 | x | -12 | -1 | 7 | 1.5% | 1
O=C(CSc1ncnc2ccccc12)NCC(=O)c1ccccc1 | -0.1 | -6 | 16 | -10% | 3 | 5 | -8 | 19% | 6
Cc1cccc(C(=O)NCCc2ccc(S(N)(=O)=O)cc2)c1[N+](=O)[O-] | 0.5 | 0 | 10 | -8% | 7 | 8 | 6 | 2.0% | 0
COc1cccc(C(=O)Nc2ccc(N3CCN(S(C)(=O)=O)CC3)cc2)c1 | 0.2 | -2 | 11 | -1% | 3 | 8 | -2 | 0.8% | 1
COC(=O)c1cccc(NC(=O)c2cc3ccccc3o2)c1 | -1.6 | 1 | -25 | u | 3 | -3 | -24 | 1.8% | -2
c1ccc2c(c1)nnn2CNc1nccs1 | -0.4 | 7 | 1 | -13% | 4 | -4 | -4 | 2.1% | 3
O=S(=O)(c1cccc(F)c1)N1CCC(Oc2ccc(-n3cnnn3)cc2)CC1 | 3.5 | 1 | 10 | 8% | -30* | -2 | -33 | 1.4% | 11
CC(C)(C)/C=N/NC(=O)CNC(=O)c1ccc2c(c1)OCCO2 | 0.2 | 2 | 6 | u | 22 | 1 | -1 | -4.5% | 4
Cc1cccc(Cn2ccc(N)n2)c1 | -0.2 | -1 | 8 | -21% | 2 | 13 | 1 | 0.6% | 5
COc1ccc(-c2noc(CN(C(=O)C(C)Oc3ccc(C)cc3)C(C)C)n2)cc1 (configuration not stated) | 0.2 | -1 | 6 | 4% | -15 | 0 | -19 | -1.9% | 2
COc1cc(/C=N/n2cnnc2)ccc1OCCSc1ccc(C)cc1 | 0.1 | 0 | 13 | -17% | -19 | 4 | -19 | 1.8% | 3
